West Nile antiviral: West Nile virus antiviral activity, cell-based, CPE readout (AID 1621); 290,000 tested, 0.02% active; one-dose CPE inhibition, % at 10 µM; IC50 in µM for titrated hits; West Nile virus-infected cells, CPE inhibition; higher % means a stronger effect; in the data active means a potency from the dose series; inconclusive means CPE inhibition mostly from about 3.7% at the one dose, without a potency; inactive means the rest, 99 in 100 with CPE inhibition below about 2.2%; further: strong numbers were not always called active
NTR1 ag: agonists of NTR1, primary screen, imaging, U2OS cells, beta-arrestin-GFP, high content (AID 493036); Neurotensin receptor type 1 (Homo sapiens), P30989; NTR1-U2OS beta-arrestin-GFP spot imaging, agonist mode; activation, % at 20 µM; 330,000 tested, 0.17% active;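 active means activation at or above 40% of the spot to cytoplasm intensity ratio, with at least 20 cells analyzed; inconclusive means wells under 20 cells, flagged as cytotoxic or low count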;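 further: 0% = DMSO without peptide and 100% = 100 nM NTR1 peptide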
Target sequence (P30989 whole entry, looked up): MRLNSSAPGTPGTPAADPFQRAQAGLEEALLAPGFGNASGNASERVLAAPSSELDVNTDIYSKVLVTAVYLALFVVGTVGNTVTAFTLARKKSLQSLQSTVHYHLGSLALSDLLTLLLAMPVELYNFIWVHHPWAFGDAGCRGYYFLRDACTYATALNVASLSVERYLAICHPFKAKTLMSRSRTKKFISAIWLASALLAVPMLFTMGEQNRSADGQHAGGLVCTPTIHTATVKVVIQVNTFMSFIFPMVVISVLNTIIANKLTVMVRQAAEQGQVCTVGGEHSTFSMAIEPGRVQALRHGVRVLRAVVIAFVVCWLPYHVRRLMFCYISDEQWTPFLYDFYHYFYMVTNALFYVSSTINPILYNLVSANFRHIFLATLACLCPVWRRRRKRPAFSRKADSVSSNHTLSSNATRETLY
KOR beta-arrestin-1: KOR agonists, beta-arrestin recruitment, primary screen, cell-based, luminescence, uHTS (AID 1777) | 280,000 tested, 0.02% active | KOR beta-arrestin recruitment, luminescence; higher % means a stronger effect | activation, % at 10 µM, or EC50 in µM where a hit was titrated; in the data active means activation above about 50%, passing the limit was not always enough; further: a part of the inactive calls stands beside numbers as strong as those of hits
GPR55 activation: GPR55 agonists via beta-arrestin recruitment, primary screen, imaging, U2OS cells, beta-arrestin-GFP redistribution (AID 1961) | activation, % at 10 µM, or EC50 in µM where a hit was titrated | 290,000 tested, 0.048% active | U2OS GPR55 beta-arrestin-GFP redistribution imaging; higher % means a stronger effect;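 active means activation above 40% with more than 50 cells counted in the well; inconclusive means wells holding fewer than 50 cells, flagged as toxic or sparse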;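 further: U2OS osteosarcoma cells stably expressing GPR55 and beta-arrestin-GFP; plate controls were DMSO negative control for no effect and LPI positive control for full effect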
T cell HTS: modulators of CD8 T cell-vesicle binding, primary screen, mouse 2C CD8+ T cells, flow cytometry; 2C CD8+ T cell-vesicle binding; active compounds read low; calls only at 7 µM; 330,000 tested, 0.068% active; AID 2052, 2009;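 active means response, share of CD8 T cells binding vesicles, and their 90th percentile fluorescence all below set limits, cut at about 80% in these data, passing the limit was not always enough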
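material = purified 2C TCR transgenic mouse naive CD8+ T cells | controls = Unloaded micro-vesicles (low), QL9 vesicles with 0.7% DMSO (high) | detection = cytometric PE anti-B7-1 and Alexa647 anti-CD8 signals after 1% paraformaldehyde fixation | incubation = binding step 1.5 h, 37 °C, antibody labelling 20 min, ice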
GPR55 LPI antagonism: GPR55 antagonists blocking LPI-driven arrestin recruitment, primary screen, imaging, U2OS, beta-arrestin-GFP, LPI agonist (AID 2013). G-protein coupled receptor 55 (Homo sapiens). U2OS GPR55 beta-arrestin-GFP translocation imaging, LPI antagonism; higher % means a stronger effect. inhibition, % at 10 µM; hits with a dose series show IC50 in µM. 290,000 tested, 0.13% active;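 active means spots per cell inhibited over 60%, with over 100 cells counted and total cytoplasm intensity under 500,000; inconclusive means wells with under 100 cells, flagged as likely toxic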;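 further: U2OS cells stably carrying GPR55 and arrestin-GFP stimulated by 5 µM LPI near EC80; imaged beta-arrestin-GFP aggregate spots per cell after agonist stimulation; plate controls were LPI-stimulated DMSO wells for no effect and DMSO wells without LPI for full effect; some results filed as inactive read as strong as hits; confirmed hits need IC50 under 10 µM and bright autofluorescent wells are also inconclusive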
KOR beta-arrestin-2: KOR antagonists, beta-arrestin recruitment, cell-based, luminescence, uHTS (AID 1778); Kappa-type opioid receptor (Homo sapiens); KOR beta-arrestin recruitment, luminescence, antagonist mode; higher % means a stronger effect; inhibition, % at 10 µM, or IC50 in µM where a hit was titrated; 290,000 tested, 0.091% active; in the data active means inhibition above about 50%; further: strong numbers were not always called active
GPR35 antagonists: GPR35 antagonists blocking zaprinast-driven arrestin recruitment, primary screen, imaging, U2OS, beta-arrestin-GFP, zaprinast agonist (AID 2058); inhibition, % at 10 µM; hits with a dose series show IC50 in µM; G-protein coupled receptor 35 (Homo sapiens); U2OS GPR35 beta-arrestin-GFP translocation imaging, zaprinast antagonism; higher % means a stronger effect; 290,000 tested, 0.052% active;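 active means inhibition of at least 50% with at least 30 cells and total cytoplasm GFP at most 10,000,000; inconclusive means under 30 cells or total GFP of 10,000,000 plus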
Salmonella PhoP GFP: inhibitors of PhoP regulon expression, primary screen, Salmonella Typhimurium, GFP reporter (AID 1863); 300,000 tested, 0.16% active; inhibition, % at 50 µM, or IC50 in µM where a hit was titrated; S. Typhimurium PhoP-regulated promoter GFP reporter, 4 h; higher % means a stronger effect;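 active means inhibition over 29.93%, a cutoff 3 SD above the screen mean, later confirmed by dose response; inconclusive means inhibition over 29.93% but no dose response follow-up; inactive means inhibition at most 29.93% or unconfirmed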;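 further: 0% = low Mg2+ inducing control and 100% = high Mg2+ repressing control; strong numbers were not always called active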
T cell HTS vesicle-bound %: recorded beside T cell HTS, whose call it bears; double positive events, %; measured here: CD8+ vesicle-bound cell fraction;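 binding gate set so that unloaded-vesicle control wells show 10% double positive cells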
NTR1 ag cell count 20 µM: recorded beside NTR1 ag, whose call it bears; cell count; measured here: cell count, cytotoxicity flag
* = called active by the depositor; i = inactive; ? = inconclusive; · = no result given; & = joins results of further samples; [ ] = another dose, or the depositor's remark.

The opening two compounds, ahead of the listing:
Compound	West Nile antiviral	NTR1 ag	NTR1 ag cell count 20 µM	KOR beta-arrestin-1	GPR55 activation	T cell HTS	T cell HTS vesicle-bound %	GPR55 LPI antagonism	KOR beta-arrestin-2	GPR35 antagonists	Salmonella PhoP GFP
Cc1ccccc1-c1nc(CS(=O)CC(=O)NC2CC2)c(C)o1 (stereo unspecified)	-0.3%	0.6	59	0.2%	-0.2%	i	9	5%	20%	-3%	-8%
Cc1cc(=O)oc2ccc(OCC(=O)NCc3ccco3)cc12	1.1%	0.4	54	3.4%	-0.1%	i	30	-7%	-15%	4%	-4%

The whole of this part, from the start:
Compound	West Nile antiviral	NTR1 ag	NTR1 ag cell count 20 µM	KOR beta-arrestin-1	GPR55 activation	T cell HTS	T cell HTS vesicle-bound %	GPR55 LPI antagonism	KOR beta-arrestin-2	GPR35 antagonists	Salmonella PhoP GFP
Cc1ccccc1-c1nc(CS(=O)CC(=O)NC2CC2)c(C)o1 (stereo unspecified)	-0.3%	0.6	59	0.2%	-0.2%	i	9	5%	20%	-3%	-8%
Cc1cc(=O)oc2ccc(OCC(=O)NCc3ccco3)cc12	1.1%	0.4	54	3.4%	-0.1%	i	30	-7%	-15%	4%	-4%
Cc1ccc(NC(=O)C(C)N2C(=O)c3ccccc3C2=O)cc1S(=O)(=O)N1CCOCC1 (stereo unspecified)	-0.2%	·	·	-0.6%	-0.4%	·	·	-3%	-4%	6%	-4%
Clc1ccccc1N=C1NN=C(c2cccs2)CS1	-0.9%	1.9	61	-2.7%	-0.4%	i	17	-16%	17%	-1%	4%
Cc1cc(C)n(-c2ncc3c(n2)N(C)CCOC3=O)n1	0.5%	-1.1	60	1.7%	-0.1%	i	55	16%	6%	-5%	-1%
Clc1cccc(CN2CCc3c([nH]c4ccccc34)C2)c1Cl	-1.1%	38	89	-4.0%	0.2%	i	44	-8%	-65%	9%	·
Cc1nnc(SCC(=O)Nc2ccc(Br)cn2)[nH]c1=O	0.1%	0.2	43	-3.5%	0.1%	i	22	-6%	26%	-2%	-12%
Cc1nnc(SCCN2C(=O)c3ccccc3C2=O)nc1C	0.4%	-1.7	89	·	·	i	57	·	·	·	-5%
Cc1nnc2sc(SCC(=O)Nc3nccs3)nn2c1=O	1.3%	0.3	57	4.7%	0.4%	i	25	16%	-22%	3%	5%
CCN1C(=O)[C@H]2[C@@H](c3ccc(C)cc3)N3C(=O)N(c4ccccc4)C(=O)[C@@]3(Cc3ccc(Cl)cc3)[C@H]2C1=O	-0.9%	-2.0	91	-1.2%	-0.1%	i	11	6%	-38%[20 µM]	-4%	-3%
CCOC(=O)C1CCN(S(=O)(=O)c2cc(Br)cc3c2N(C(=O)C2CC2)CC3)CC1	0.5%	3.2	82	-4.4%	-0.1%	i	18	-6%	-108%	4%	-3%
CCc1cc2c(=O)c(-c3nc4ccccc4n3C)c(C)oc2c(CN(CC)CC)c1O	-0.3%	3.6	41	-2.0%	-0.1%	i	56	-2%	-1%	4%	-3%
CCOc1ccc(NCc2nnc(SCC(=O)Nc3cc(C)on3)n2-c2ccccc2OC)cc1	0.1%	0.9	53	-2.6%	0.2%	i	48	-6%	21%	0%	24%
CS(=O)(=O)Nc1ccc(C(=O)N2CCN(c3ccccc3F)CC2)cc1	0.0%	-0.8	84	1.6%	-0.1%	i	53	5%	-16%	-10%	-7%
CC(C)Nc1nc(-c2ccncc2)nc(-c2ccccc2)c1C#N	0.7%	3.2	77	-2.3%	0.0%	i	52	2%	-26%	-1%	2%
Cc1cc(C)c(S(=O)(=O)NCC(=O)NCc2ccccn2)c(C)c1	-0.1%	4.4	31	-1.1%	0.9%	i	29	3%	0%	-9%	1%
Cc1sc(NC(=O)c2cccs2)c(C(N)=O)c1C	-1.1%	-0.5	48	9.8%	-0.2%	i	22	-6%	-5%	-10%	-14%
CCOC(=O)C1=C(C)NC2=C(C(=O)CCC2)C1c1cccnc1 (stereo unspecified)	0.2%	-1.4	60	-3.7%	-0.1%	i	35	14%	20%	9%	0%
CC1Cc2nc(SCC(=O)Nc3ccc(F)cc3)n(C)c(=O)c2S1 (stereo unspecified)	·	0.7	53	-0.8%	-0.1%	i	63	-16%	9%	-2%	-3%
CCOC(=O)c1cc2c(ccn2C)n1CC(=O)Nc1ccc(F)cc1	-0.6%	-0.1	49	0.2%	0.0%	i	4	0%	-18%[20 µM]	10%	·
CC(=O)c1csc(COc2ccccc2)n1	0.2%	-0.4	56	4.7%	1.1%	i	59	2%	15%	4%	-2%
Cc1ccc(Cn2nnc3c(=O)n(CC(=O)NCc4ccccc4)cnc32)cc1	?	-0.2	93	-1.5%	-0.6%	i	60	-16%	-64%	3%	-2%
CCCOC(=O)CSC1=C(C#N)C(c2ccccc2Cl)CC(=O)N1 (stereo unspecified)	·	3.3	63	5.7%	0.3%	i	38	-4%	-7%	13%	2%
CCOC(=O)[C@@H]1[C@H]2COc3ccc(Br)cc3[C@@H]2N2C(=O)N(c3ccc(Br)cc3)C(=O)[C@]12C	-1.9%	-1.5	94	3.8%	0.9%	i	56	7%	-6%[20 µM]	-7%	9%
CC(C)Oc1ccc(CSC(=N)N)cc1	-0.7%	-0.9	106	-1.4%	-0.1%	i	37	-5%	1%	4%	4%
O=C(/C=C/c1ccco1)NC(=S)Nc1cccc(C(=O)O)c1	0.4%	-0.1	73	0.1%	-0.1%	i	21	12%	28%	-6%	-4%
COc1ccc(/C=C/C(=O)OCc2cccc([N+](=O)[O-])c2)cc1	-0.7%	1.9	30	-2.5%	0.2%	i	15	2%	-10%	5%	-10%
CCN1C(=O)CC(C(=O)NC)SC1=Nc1cc(Cl)c(O)c(Cl)c1 (stereo unspecified)	0.5%	2.4	79	-4.8%	-0.2%	i	4	-5%	23%	-4%	-3%
N#CCCS(=O)(=O)c1ccc(N)cc1	-0.2%	-1.3	68	7.8%	0.1%	i	48	-1%	0%	3%	3%
CC(C)(C)c1ccc(C(=O)Oc2ccccc2CCC(=O)O)cc1	0.4%	-0.3	55	4.0%	0.2%	i	25	-1%	1%	19%	-6%
O=S(=O)(NCCc1ccccn1)c1ccc(OC(F)(F)F)cc1	-0.7%	0.5	49	-1.5%	-0.2%	i	12	23%	8%	0%	-4%
Cc1ccc2c(c1)[C@@H]1CN(C)CC[C@@H]1N2S(=O)(=O)c1ccc([N+](=O)[O-])cc1	0.2%	-1.2	41	·	0.0%	·	·	6%	·	1%	5%
CCOc1cc(C2CC(=O)N3CN(C4CCCCC4)CSC3=C2C#N)ccc1O (stereo unspecified)	0.0%	2.3	54	-5.5%	0.1%	i	26	-2%	20%	-8%	11%
Cc1cccc2cc(CN(Cc3cccnc3)C(=O)c3cccs3)c3nnnn3c12	-0.1%	5.0	39	·	0.2%	i	54	11%	-44%[20 µM]	5%	-2%
Cc1cccc(-c2cccc(NC(=O)C3CCCN(C(=O)c4cccnc4)C3)c2)c1 (stereo unspecified)	-0.4%	1.0	53	4.6%	0.2%	i	6	1%	0%	1%	-4%
O=C(CNC(=O)c1ccc(Cl)cc1)c1ccc(Br)cc1	1.3%	2.7	88	3.0%	-0.1%	i	17	0%	-2%	-4%	-4%
O=C(Nc1cc(=O)[nH]c2ncnn12)c1ccc(Cl)cc1Cl	0.1%	-1.0	43	-1.0%	0.0%	i	53	13%	-14%	9%	-13%
N=c1c2c(ncn1CCCO)Oc1ccc3ccccc3c1C2c1ccccc1 (stereo unspecified)	0.3%	4.0	50	3.9%	-0.1%	i	2	15%	-1%	1%	1%
N/C(=N\OC(=O)CCCc1ccccc1)c1ccccn1	-0.2%	-0.8	63	-0.5%	0.2%	i	25	3%	·	-8%	-2%
CC(NC(=O)C1CCN(S(=O)(=O)c2cc([N+](=O)[O-])ccc2Cl)CC1)c1ccccc1 (stereo unspecified)	0.1%	-2.6	83	3.4%	0.7%	i	58	-1%	-2%	0%	-2%
O=C(O)c1sccc1S(=O)(=O)N1CCN(c2ccc(C(F)(F)F)cn2)CC1	0.3%	0.8	53	-4.4%	-0.2%	i	56	2%	15%	-3%	4%
Cc1c(NC(=O)C(C)OC(=O)c2ccc(Cl)nc2)c(=O)n(-c2ccccc2)n1C (stereo unspecified)	-0.4%	-2.1	60	5.7%	0.0%	i	23	4%	17%	14%	3%
COc1ccc(CN(C)S(=O)(=O)c2nnc(NC(=O)c3ccc(C)cc3)s2)cc1OC	0.2%	1.1	74	4.7%	-0.2%	i	1	-7%	-21%	7%	3%
CCSc1nc(-c2ccc(OC)cc2)ccc1C#N	1.0%	1.9	94	-2.3%	-0.2%	i	48	-22%	33%	18%	4%
O=C1COc2ccc(S(=O)(=O)N3CCN(c4cccc(C(F)(F)F)c4)CC3)cc2N1	0.0%	4.1	77	-4.2%	0.3%	i	10	-2%	-23%	7%	-3%
O=C1NCCc2c1[nH]c1ccccc21	0.2%&0.5%	-2.4	92	-1.6%&2.6%	-0.1%&0.2%	i	16	7%&16%	14%&-17%	-6%&-4%	-8%&14%

Arranged by the number under GPR35 antagonists (smallest number first): some entries from above.
Compound	West Nile antiviral	KOR beta-arrestin-1	T cell HTS	T cell HTS vesicle-bound %	KOR beta-arrestin-2	GPR35 antagonists	Salmonella PhoP GFP
O=C(/C=C/c1ccco1)NC(=S)Nc1cccc(C(=O)O)c1	0.4%	0.1%	i	21	28%	-6%	-4%
O=C(CNC(=O)c1ccc(Cl)cc1)c1ccc(Br)cc1	1.3%	3.0%	i	17	-2%	-4%	-4%
CC(C)(C)c1ccc(C(=O)Oc2ccccc2CCC(=O)O)cc1	0.4%	4.0%	i	25	1%	19%	-6%

Source: PubChem BioAssay
